Screening data as filed in PubChem BioAssay.
V1aR counter: counter-screen for oxytocin receptor agonists: human V1a receptor agonists. activation, % at 3 µM. CHO-V1R cells, Fluo-8 calcium fluorescence, agonist mode; 0% DMSO, 100% 3 nM vasopressin. P37288. actives 0.25% (n = 320,000);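 active = activation above the mean activation of all tested compounds plus 3 SD, per screening run, cut at about 20% in these data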;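 note: signal is peak over basal fluorescence ratio across a 100 second FLIPR read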
Target sequence (P37288 whole entry, looked up): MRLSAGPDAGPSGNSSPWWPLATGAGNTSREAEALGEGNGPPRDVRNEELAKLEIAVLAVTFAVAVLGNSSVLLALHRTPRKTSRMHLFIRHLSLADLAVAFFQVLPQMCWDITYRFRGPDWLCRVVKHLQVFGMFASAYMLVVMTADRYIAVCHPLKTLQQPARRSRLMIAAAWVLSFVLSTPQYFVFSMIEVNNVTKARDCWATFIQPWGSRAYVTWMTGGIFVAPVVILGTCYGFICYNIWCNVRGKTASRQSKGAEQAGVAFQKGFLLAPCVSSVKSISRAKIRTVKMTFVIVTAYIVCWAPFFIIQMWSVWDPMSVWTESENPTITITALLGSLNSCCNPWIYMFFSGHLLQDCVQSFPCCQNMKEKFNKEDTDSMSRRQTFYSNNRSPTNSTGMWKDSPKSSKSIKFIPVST
OXTR potentiator: potentiators of human oxytocin receptor; P30559; CHO-OTR cells, Fluo-8 calcium fluorescence, potentiator mode; 0% = oxytocin EC15, 100% = EC100; activation, % at 3 µM; actives 0.061% (n = 320,000); AID 2445;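 active = activation above that plate's cutoff, the mean activation of tested compounds plus 3 SD, cut at about 6.6% in these data, passing the limit was not always enough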;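 note: 100% uses oxytocin at 75 nM as the full agonist control; some results filed as inactive read as strong as hits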
Target sequence (P30559 whole entry, looked up): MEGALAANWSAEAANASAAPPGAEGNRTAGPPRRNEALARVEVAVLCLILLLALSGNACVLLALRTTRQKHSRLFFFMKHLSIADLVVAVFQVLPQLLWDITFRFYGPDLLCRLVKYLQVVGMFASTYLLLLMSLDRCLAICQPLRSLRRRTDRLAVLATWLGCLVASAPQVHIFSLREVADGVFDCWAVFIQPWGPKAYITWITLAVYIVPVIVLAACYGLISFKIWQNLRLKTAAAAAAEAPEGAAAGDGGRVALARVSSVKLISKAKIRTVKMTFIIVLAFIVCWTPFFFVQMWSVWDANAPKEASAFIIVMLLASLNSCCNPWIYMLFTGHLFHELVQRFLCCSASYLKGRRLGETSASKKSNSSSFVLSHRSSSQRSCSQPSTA
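Assay system: CHO cell line stably expressing human OTR | Also added: Oxytocin at about EC15, sub-maximal agonist stimulus | Times: Compound 6 min at room temperature before oxytocin, 100 s read | Measured by: Fluo-8 intracellular calcium fluorescence, ex 470-495, em 515-575 nm | Controls: EC15 oxytocin alone as 0%, 75 nM oxytocin as 100%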
OXTR ag: activates the human oxytocin receptor | P30559 | CHO-OTR cells, Fluo-8 calcium fluorescence; normalized: DMSO 0%, oxytocin 100% | activation, % at 3 µM | actives 0.32% (n = 320,000) | AID 2435;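 active = activation above the mean of all tested compounds plus 3 SD, cutoff set per screening run, cut at about 20% in these data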;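 note: peak over basal fluorescence ratio from a 100 s FLIPR kinetic read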
MEKK2wt PB1 HTS: raises or lowers MEK5 binding to wildtype human MEKK2 PB1 domain. bead flow cytometry, Alexa488-MEK5 binding to MEKK2 WT; actives lie on both sides. binding response (% of control), % at 10 µM. actives 1.1% (n = 290,000). AID 1531; in the data active = binding response below about 67% or above about 130%
NALP1 inh: NALP1 inhibition; S. cerevisiae NALP1/ASC/caspase-1 growth, X-gal OD620, 72 h; inhibition, % at 10 µM; actives 0.61% (n = 280,000); AID 2071; in the data active = inhibition mostly above about 24%, no sharp cut-off; inactive = mostly below about 32%; note: some compounds called inactive have numbers as strong as hits
MEKK2mut PB1 HTS: signal of MEK5 binding to mutant human MEKK2 PB1 domain | bead flow cytometry, Alexa488-MEK5 binding to MEKK2 mutant | percent response, % at 10 µM | AID 1530 | actives 0.35% (n = 290,000); in the data active = percent response above about 24%, passing the limit was not always enough; note: inactives centre near 1; some results filed as inactive read as strong as hits
M18AAP inhibitor: blocks P. falciparum M18 aspartyl aminopeptidase; recombinant PfM18AAP, H-Glu-NHMec fluorogenic cleavage; inhibition, % at 7.35 µM; actives 1.2% (n = 290,000); AID 1822;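 active = inhibition above the campaign mean inhibition over all tested compounds plus 3 SD, cut at about 28% in these data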;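 note: 0% = plate median of test compound wells and 100% = 2 mM ZnCl2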
GalR3 antag: human GalR3 antagonism; HEK293 GalR3-CNG cAMP membrane potential fluorescence; galR3 body fused to GalR1 C-terminus; inhibition, % at 3 µM; actives 0.44% (n = 360,000); AID 651719;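 active = inhibition above the screen-wide average plus 3 SD, cut at about 13% in these data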;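 note: forskolin and galanin both at EC90 stimulate the cells; cAMP rise reported by CNG channel membrane potential dye signal; 0% = forskolin plus galanin with DMSO and 100% = forskolin alone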
Target sequence (O60755 1-299 limits assumed): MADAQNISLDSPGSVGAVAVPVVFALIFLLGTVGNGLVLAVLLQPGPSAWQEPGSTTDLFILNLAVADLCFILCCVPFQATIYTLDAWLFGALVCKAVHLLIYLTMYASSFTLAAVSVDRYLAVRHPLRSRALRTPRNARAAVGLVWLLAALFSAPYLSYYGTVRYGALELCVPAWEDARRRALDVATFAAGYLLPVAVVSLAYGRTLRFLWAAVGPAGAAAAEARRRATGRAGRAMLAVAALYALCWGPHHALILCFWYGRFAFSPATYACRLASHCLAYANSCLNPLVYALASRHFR
GPR7 antagonist: antagonists of human GPR7 (neuropeptides B/W receptor 1) | P48145 | GPR7-expressing cells, fluorescence antagonist assay | inhibition, % at 4.4 µM | actives 1.1% (n = 290,000); in the data active = inhibition above about 16%, passing the limit was not always enough;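 note: cells stimulated with the agonist NPW; 0% = agonist with vehicle and 100% = vehicle without agonist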
An asterisk follows results filed as active; x = not tested or not shown.

SMILES	V1aR counter	OXTR potentiator	OXTR ag	MEKK2wt PB1 HTS	NALP1 inh	MEKK2mut PB1 HTS	M18AAP inhibitor	GalR3 antag	GPR7 antagonist
CCN(CC)c1cc(Cl)nc(N)n1	0.3	-6	-0.5	93	14	-10	-9	-3	-8
COc1ccc(OC)c(Cc2nnc(CCC(=O)NC(C3CC3)C3CC3)o2)c1	0.8	-8	-0.2	100	5	-10	-5	-1	-4
CCCCCn1c(=O)[nH]c2cc(C(=O)NCCCN(CC)CC)ccc2c1=O	0.9	-8	0.3	98	11	-2	0	-5	-6
NS(=O)(=O)c1ccc(CNC(=O)c2ccc3c(c2)OCO3)cc1	0.1	3	2.3	x	x	x	x	-5	x
O=Cc1cn(CC(=O)NCC2CCCO2)c2ccccc12 (stereo unspecified)	1.5	-2	1.7	95	-12	3	-2	6	-6
Oc1ccccc1-c1n[nH]c(=S)n1Cc1ccccc1	1.4	-5	0.4	99	-2	1	9	-12	-9
CCCCC(C)n1[nH]c(=O)c2c(C)cc(C)nc21 (stereo unspecified)	-1.0	-3	-0.1	84	-16	-16	1	5	-6
CCCNc1ncnc2sc(C)c(C)c12	4.6	-16	3.1	108	4	6	-4	-4	-10
O=C(O)c1ccc(NS(=O)(=O)c2ccc3c(c2)OCCO3)cc1	0.1	3	1.1	109	8	6	x	-1	x
CC(C)NS(=O)(=O)c1ccc(NC(=O)C(C)OC(=O)C2CCC2)cc1 (stereo unspecified)	3.0	-8	3.2	x	x	x	x	1	x
O=C(c1ccccc1Cl)N(Cc1ccc(Cl)c(Cl)c1)N1C(=O)CCCC1=O	1.9	-4	0.7	98	17	3	1	-4	-4
Cc1[nH]c2ccccc2c1C(=O)CSC(=S)N1CCOCC1	1.8	-13	1.7	86	x	-6	5	-6	-18
Cc1ccc(S(=O)(=O)Nc2cccc(-n3cnnn3)c2)cc1C	9.2	-9	6.8	103	14	3	-12	-7	0
CCOc1ccc(CN(C)C(=O)c2cc(S(=O)(=O)N3CCCC3)ccc2C)cc1	5.0	-9	5.6	x	x	x	x	-2	x
COc1ccccc1C(=O)Nc1ccccc1SC	-1.8	7	-1.6	94	22	-3	-6	-6	-7
O=C(NC1CCCC1)c1ccc(CS(=O)(=O)Cc2ccccc2Cl)o1	4.6	-4	2.7	101	22	2	-4	-2	-17
CCc1nnc(NC(=O)CSc2nc3c(c(=O)n2CC)SC(C)C3)s1 (stereo unspecified)	1.3	2	-0.4	105	x	11	0	x	-6
O=C(CNc1cccc(S(=O)(=O)N2CCOCC2)c1)Nc1ccccc1F	1.4	6	0.8	105	-1	5	0	0	-6
C#CCOCCOCCOCCNc1nc(N2CCN(C(=O)[C@H]([C@@H](C)CC)n3cc([C@@H](N)CO)nn3)CC2)nc(N2CCN(C(=O)[C@H](Cc3ccc(O)cc3)n3cc([C@@H](N)CC(C)C)nn3)CC2)n1	1.3	4	1.7	116	-19	3	-6	-2	0
Cc1ccc2nc(CCc3ccc(N)cc3)[nH]c2c1	-0.2	-7	-1.8	113	1	17	6	-10	2

Among those listed so far, 2 contain an aryl methoxy group.
SMILES	V1aR counter	OXTR potentiator	OXTR ag	MEKK2wt PB1 HTS	NALP1 inh	MEKK2mut PB1 HTS	M18AAP inhibitor	GalR3 antag	GPR7 antagonist
COc1ccc(OC)c(Cc2nnc(CCC(=O)NC(C3CC3)C3CC3)o2)c1	0.8	-8	-0.2	100	5	-10	-5	-1	-4
COc1ccccc1C(=O)Nc1ccccc1SC	-1.8	7	-1.6	94	22	-3	-6	-6	-7

More entries
SMILES	V1aR counter	OXTR potentiator	OXTR ag	MEKK2wt PB1 HTS	NALP1 inh	MEKK2mut PB1 HTS	M18AAP inhibitor	GalR3 antag	GPR7 antagonist
COc1ccccc1C(=O)/C=C/c1ccc(N2CCCCC2)c([N+](=O)[O-])c1	0.2	-4	-2.3	98	21	-2	-2	4	-14
Cn1nc(C(F)(F)F)c(/C=N/OCc2c(Cl)cccc2Cl)c1Cl	1.0	-2	0.7	105	-1	3	1	-6	-19
COc1cc(NC(=O)C(C)Oc2ccccc2)ccc1NC(=O)COc1ccccc1 (stereo unspecified)	4.1	-9	-0.6	100	10	3	4	-3	-14
Cc1ccc(S(C)(=O)=O)cc1S(=O)(=O)Nc1cccc(Cl)c1	1.4	-6	1.2	109	30	0	3	-5	-12
Cc1ccc(NC(=O)c2nnn(-c3ccc4c(c3)OCCO4)c2N)cc1	5.8	-8	4.8	95	-41	-4	-1	-11	2
CC(C)c1ccc(NC(=O)NC(C)c2ccc3c(c2)OCO3)cc1 (stereo unspecified)	3.8	-8	-1.4	103	10	6	5	0	-13
CCCCC1CCC(C(=O)N(CC(C)C)c2c(N)n(Cc3ccccc3)c(=O)[nH]c2=O)CC1 (stereo unspecified)	-0.8	-6	-1.9	x	x	x	x	-5	x
Cc1ccc(Nc2nc(-c3ccc(O)c(O)c3)cs2)nc1	x	x	x	80	-17	-13	63*	-4	0
COc1ccc(-c2nc3nc(C)c(Cc4ccccc4)c(=O)n3[nH]2)cc1	-0.4	-1	0.0	106	-16	7	3	-5	-9
CCN(CC(=O)NC(C)C)Cc1nc2c(Br)cc(Br)cc2c(=O)[nH]1	-0.9	-4	0.6	98	8	-1	1	3	-11
Clc1ccc(Cn2cc(Br)cn2)cc1Cl	-1.3	-2	-2.1	98	15	2	-5	4	-13
COc1cc2[nH]c(=O)n(CCCCCC(=O)N3CCN(c4ccccc4)CC3)c(=O)c2cc1OC	4.2	0	-1.3	95	0	-3	9	-2	-17
CC(C)CC(NC(=O)C(NC(=O)OC(C)(C)C)C(C)C)C(N)=O (stereo unspecified)	-0.1	4	0.2	103	27	-6	-3	-4	1
Cc1ccc(-c2cc(C(=O)NCc3cnn(C)c3C)c3cc(Br)ccc3n2)cc1	0.7	-2	-1.3	104	-6	3	-10	-2	-8
CC1=NN(c2ccc(S(=O)(=O)O)cc2C)C(=O)C1	0.6	-9	2.3	82	4	-10	10	-6	9
CCCCNC(=S)NNC(=O)c1ccco1	-0.3	2	0.4	103	-3	-1	26	-4	-10
Clc1ccc2nc(COc3ccccc3)[nH]c2c1	0.6	-4	-2.8	103	10	7	7	-12	7
CN(Cc1ccccc1)c1ccc(C(CC(N)=O)NC(=O)Cc2cccc3ccccc23)cc1[N+](=O)[O-] (stereo unspecified)	0.9	-10	-0.7	89	22	-5	-9	-2	-2
O=C1NN(c2cccc(Br)c2)C(=O)/C1=C\c1ccccc1	-0.3	-2	1.0	107	3	7	10	-8	1
c1ccc(Cn2nnnc2-c2ccco2)cc1	1.3	-4	0.5	88	-1	-7	9	-2	1
N#CC1=C(N)N(c2ccccc2)C(c2cccc([N+](=O)[O-])c2)C1(C#N)C#N (stereo unspecified)	0.4	-11	-0.1	98	4	3	-4	-2	-2
COc1cc(Br)c(CC(=O)O)cc1OC	0.3	0	1.5	97	-20	1	x	-3	x
O=C1CCCN1c1ccc(C(=O)N(Cc2nnc(-c3ccc(Cl)cc3)o2)C2CC2)cc1	-1.4	-3	-2.2	x	x	x	x	-3	x
O=C(Nc1ccc(Cl)cc1)Nn1cnnc1	x	x	x	100	13	-3	68*	-5	0
CC(C)(C)c1ccccc1NC(=O)Cn1cnc2cc([N+](=O)[O-])ccc2c1=O	-0.2	-9	-0.7	100	10	-1	1	-4	3
O=C1CCC(=O)c2oc3ccccc3c2N1	0.2	1	-0.5	101	-36	1	11	-4	-14
O=C(Nc1c(-c2ccccc2)nc2ccc(Cl)cn12)c1cccs1	-0.6	-6	1.8	91	10	-2	4	-2	0
CCCC1S/C(=N/N=C/c2ccc(C)cc2)N(Cc2ccc(OC)cc2)C1=O (stereo unspecified)	-0.3	-6	0.6	90	26	-7	-1	-1	1
CN(Cc1cccs1)C(=O)COc1cccc(-n2cnnn2)c1	-0.2	-9	0.6	106	4	2	-3	0	-9
COc1ccc(C2=NS(=O)(=O)N(C)C(C(=O)N3CCOCC3)=C2)cc1OC	0.9	-1	-0.9	102	15	1	4	x	-9
CN(CC(=O)Nc1ccc(Cl)cc1)C(=O)COc1ncnc2ccccc12	0.9	-3	0.1	x	x	x	x	0	x
COc1cccc2cc(C(C)N(CCCN3CCOCC3)C(=S)Nc3ccc(C)cc3)oc12 (stereo unspecified)	1.0	-3	0.1	92	4	-5	8	4	-1
Cc1ccccc1Nc1nc(-c2cccnc2)nc2ccccc12	-0.2	-7	-0.8	85	3	-7	4	0	-18
O=C(CSc1nnc(CNc2ccc(Cl)cc2)o1)Nc1nc2c(s1)CCCC2	-1.0	0	-1.1	91	9	-6	13	-6	4
Clc1ccc(SCCn2ccnc2)cc1	-0.2	-12	-0.7	84	-6	-12	0	1	-3
O=C(O)c1ccc(CS(=O)(=O)c2c(Cl)cccc2Cl)o1	-0.1	9	2.1	100	8	1	-1	-13	-6
Cc1ccc2nc(-c3ccc(NC(=O)C(C)Sc4nncs4)cc3)sc2c1 (stereo unspecified)	2.8	-17	4.4	x	x	x	x	-2	x
c1ccc(-c2cc(NCCN3CCCCC3)c3ccccc3n2)cc1	0.5	-12	-0.5	139*	-3	23	-4	-9	12
CCN(CC)CCNC(=O)Cn1nc(-c2ccc(C)cc2)ccc1=O	1.3	-11	0.3	103	8	4	-2	1	-10
CCOc1nc(SCCOc2ccccc2)nc(N(C)C)n1	-0.1	-11	-2.0	110	32	5	-5	-2	0
CC(C)CC(NC(=O)C(NC(=O)C1CCC(=O)N1C(=O)OCc1ccccc1)C(C)C)C(=O)N1CCCC1C(N)=O (stereo unspecified)	0.7	-4	2.3	93	4	-5	-3	-6	-1
Cc1cccc(NC(=O)C23CCC(C)(C2Br)C3(C)C)c1 (stereo unspecified)	-1.6	-3	-2.9	99	-21	0	9	-4	-12
O=C(CC1Sc2ccccc2NC1=O)OC(C(=O)NCCc1ccccc1)c1cccnc1 (stereo unspecified)	-0.1	-7	-2.2	x	2	x	-1	-3	-6
COc1ccc(/C=N/NC(=O)c2ccn[nH]2)cc1COc1ccc(F)cc1	-0.3	-7	-0.3	101	13	2	1	-7	-3
CC1C(=O)N(Cc2ccc([N+](=O)[O-])cc2)c2ccccc2N1C(=O)c1c(F)cccc1F (stereo unspecified)	0.8	-17	-1.5	106	18	5	0	-13	2
Cc1ccc(O)c(C2=Nc3ccccc3N=C(c3cccs3)C2)c1	0.8	-7	-0.9	98	11	1	2	-4	-8
Cc1cccc(C)c1OC(=O)CCN1C(=O)C2C3C=CC(C4CC34)C2C1=O (stereo unspecified)	2.0	-19	0.2	97	20	-8	-8	0	3
C[C@@]12C(=O)N(Cc3ccccc3)CC(=O)N1[C@H]1c3ccccc3OC[C@@H]1[C@@H]2c1ccccc1	0.7	-4	-0.4	x	x	x	x	0	x
COc1cccc2c(=S)c(CCC(C)=O)c(C)[nH]c12	-0.2	-1	0.7	92	6	-1	7	-2	7
Cc1sc2ncnc(N/N=C/c3ccc(O)cc3)c2c1C	5.7	-8	3.8	108	-25	7	0	-1	-5

Compounds listed so far that contain a tert-butyl group, in the order listed:
SMILES	V1aR counter	OXTR potentiator	OXTR ag	MEKK2wt PB1 HTS	NALP1 inh	MEKK2mut PB1 HTS	M18AAP inhibitor	GalR3 antag	GPR7 antagonist
CC(C)CC(NC(=O)C(NC(=O)OC(C)(C)C)C(C)C)C(N)=O (stereo unspecified)	-0.1	4	0.2	103	27	-6	-3	-4	1
CC(C)(C)c1ccccc1NC(=O)Cn1cnc2cc([N+](=O)[O-])ccc2c1=O	-0.2	-9	-0.7	100	10	-1	1	-4	3
